hERG protect: hERG (human) protection from proarrhythmic block; Q12809; CHO-hERG, FluxOR thallium flux, dofetilide IC70 present; activation (rescue from dofetilide block), less the hit threshold, % at 10 µM; 310,000 tested, 0.51% active; AID 1511;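 active = activation above the mean of controls blocked by dofetilide plus 5 SD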;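 note: thallium influx through hERG after potassium depolarization seen as dye fluorescence rise; in these data hits start at about 4.7%; inactives centre near -7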
Target sequence (Q12809 whole entry, looked up): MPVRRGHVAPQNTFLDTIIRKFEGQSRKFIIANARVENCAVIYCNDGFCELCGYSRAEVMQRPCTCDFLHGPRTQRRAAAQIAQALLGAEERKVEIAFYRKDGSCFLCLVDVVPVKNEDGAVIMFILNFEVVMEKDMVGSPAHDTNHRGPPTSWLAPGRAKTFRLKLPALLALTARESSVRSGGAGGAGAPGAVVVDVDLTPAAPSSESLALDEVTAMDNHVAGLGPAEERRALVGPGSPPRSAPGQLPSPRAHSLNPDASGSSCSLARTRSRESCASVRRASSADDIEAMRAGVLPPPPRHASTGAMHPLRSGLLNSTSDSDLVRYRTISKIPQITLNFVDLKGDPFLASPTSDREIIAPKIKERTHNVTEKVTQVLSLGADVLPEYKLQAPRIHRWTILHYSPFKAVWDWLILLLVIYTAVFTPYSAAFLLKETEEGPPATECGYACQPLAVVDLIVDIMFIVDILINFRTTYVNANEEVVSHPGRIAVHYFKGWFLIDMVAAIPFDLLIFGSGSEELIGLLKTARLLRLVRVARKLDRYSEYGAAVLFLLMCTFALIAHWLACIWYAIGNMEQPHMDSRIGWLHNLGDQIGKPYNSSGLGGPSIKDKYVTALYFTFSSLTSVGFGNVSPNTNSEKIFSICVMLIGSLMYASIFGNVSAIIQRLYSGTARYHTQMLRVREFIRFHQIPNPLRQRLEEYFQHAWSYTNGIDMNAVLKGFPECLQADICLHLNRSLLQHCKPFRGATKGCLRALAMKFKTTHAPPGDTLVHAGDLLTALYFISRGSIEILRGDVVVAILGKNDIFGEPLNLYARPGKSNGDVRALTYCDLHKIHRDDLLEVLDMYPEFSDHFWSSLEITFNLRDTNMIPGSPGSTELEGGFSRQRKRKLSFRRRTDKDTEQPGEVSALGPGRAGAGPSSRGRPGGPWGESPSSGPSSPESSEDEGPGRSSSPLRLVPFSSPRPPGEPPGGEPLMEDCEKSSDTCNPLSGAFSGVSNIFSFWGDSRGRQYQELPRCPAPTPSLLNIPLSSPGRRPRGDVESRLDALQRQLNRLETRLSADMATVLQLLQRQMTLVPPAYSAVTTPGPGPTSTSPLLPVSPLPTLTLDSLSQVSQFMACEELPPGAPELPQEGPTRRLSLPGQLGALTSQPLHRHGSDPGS
RGS4 inh: human RGS4 inhibition; P49798; B-score at 10 µM; 310,000 tested, 0.45% active; HEK293 M3R/RGS4 inducible, Fluo-4 calcium flux; stronger effect = higher value; triggered by carbachol at its EC20;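 active = B-score, a plate-corrected calcium signal, over three deviations above library mean, with baseline fluorescence within five deviations of library mean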;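 note: RGS4 expression induced by doxycycline in cells with stable M3 receptor; B-score is computed from the integrated fluorescence ratio over baseline after carbachol; higher B-score means a larger calcium signal and so more RGS4 inhibition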
KCNQ1 block: blocks the human KCNQ1 potassium channel; AID 2642; 310,000 tested, 1.3% active; P51787; B-score at 10 µM; CHO-K1 KCNQ1, FluxOR thallium flux fluorescence; stronger effect = higher value;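 active = compounds whose thallium flux B-score, printed positive for inhibition, exceeds three library SD while starting fluorescence stays within three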;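 note: channel opened by potassium depolarization with thallium stimulus after 20 min compound exposure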
ANO1 activ: mouse TMEM16A channel activation, primary screen | Q8BHY3 | HEK293 TMEM16A/YFP-H148Q/I152L, iodide quench fluorescence; stronger effect = lower value | B-score at 10 µM | 340,000 tested, 0.3% active | AID 623877;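 active = fluorescence-ratio B-score plate-corrected deviation score at least 3 library SD below zero, with starting fluorescence score within 5 deviations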;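 note: channel opened by trigger with iodide after compound preincubation; score built on the fluorescence ratio of max minus min over baseline; more negative score means more quench and so TMEM16A activation or potentiation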
MrgX1 allo act: human MrgX1 positive allosteric modulation, primary screen; 310,000 tested, 0.63% active; MrgX1-HEK293, Fluo-4 calcium flux, FDSS; stronger effect = higher value; B-score at 10 µM;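 active = plate-corrected calcium response at least 3 library SD above typical, normal starting fluorescence, not activating the receptor alone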;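 note: compound read alongside a low EC10 to EC30 dose of BAM8-22 agonist; peak minus trough fluorescence over baseline measured at the second addition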
KCNQ1 act: potentiates or activates the human KCNQ1 potassium channel. P51787. CHO-K1 KCNQ1, thallium flux FluxOR fluorescence; stronger effect = higher value. B-score at 10 µM. 310,000 tested, 0.35% active. AID 2648;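 active = fluorescence ratio B-score, a plate-corrected score, at least three library SD, with initial intensity B-score within 5 SD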
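assay system = CHO-K1 cells stably expressing KCNQ1 | medium = assay buffer, equal DMSO in all wells | timing = 37 °C overnight plating, 90-min dark dye load, 20-min compound pretreatment | measured by = kinetic FluxOR thallium fluorescence, 10-s 1-Hz baseline, 110-s post-stimulus read | measure = fluorescence change relative to baseline, converted to B score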
KCNK9 block: blocks the human KCNK9 two-pore domain potassium channel; HEK293 KCNK9, FluxOR thallium flux fluorescence; stronger effect = lower value; Q9NPC2; B-score at 10 µM; AID 488922; 310,000 tested, 1.2% active;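 active = ratio B-score over 3 SD below the library mean, with starting fluorescence within 5 SD of its mean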;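 note: negative B-score means less thallium flux so channel inhibition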
RGS4 pot: RGS4 potentiation or activation; HEK293 M3R/inducible RGS4, carbachol calcium flux Fluo4; stronger effect = lower value; B-score at 10 µM; AID 463111; 310,000 tested, 0.92% active;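 active = B-score of the integrated calcium signal more than 4 SD below the library mean, with starting fluorescence not abnormally high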;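 note: negative B-score means reduced calcium response which marks RGS4 activation or potentiation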
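Material: M3R-expressing HEK293 line, RGS4 induced by doxycycline | Schedule: Overnight RGS4 induction, 30 min dye load 37 °C, 20 min compound RT | Measured by: Fluo4 fluorescence kinetic imaging of calcium | Read-out: Integrated calcium ratio converted to B score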
TMEM16A inh: mouse TMEM16A channel inhibition, primary screen | AID 588511 | HEK293 TMEM16A/YFP iodide influx fluorescence, ionomycin | normalized B-score (activity score, 25-100; higher = stronger inhibition) at 10 µM | Q8BHY3 | 310,000 tested, 1.2% active;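 active = ratio plate-corrected score three or more library SD toward inhibition, starting fluorescence score within five deviations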;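 note: score derived from kinetic fluorescence span divided by baseline fluorescence per well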
MrgX1 ag: activates human MrgX1 receptor signaling; B-score at 10 µM; MrgX1-HEK293 cells, Fluo-4 calcium fluorescence, agonist mode; stronger effect = higher value; 310,000 tested, 0.44% active; AID 588627; Q96LB2;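 active = calcium response B-score plate-corrected fluorescence ratio at least 3 library SD, with starting fluorescence B-score inside 5 SD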
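Material: HEK293 cells stably expressing human MrgX1 receptor | Quantity: 15,000 cells per well | Times: Cells plated overnight, dye loaded 0.5 h 37 °C, 0.5 h room temperature | Measured by: Kinetic Fluo-4 NW fluorescence of intracellular calcium | Control set: Positive and negative controls per plate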
KCNK3 block: human KCNK3 channel inhibition, primary screen. AID 602410. B-score at 10 µM. CHO-KCNK3 thallium flux, FluxOR fluorescence; stronger effect = lower value. 340,000 tested, 0.84% active;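 active = B-score under library mean minus 4 SD, starting fluorescence ratio at most library mean plus 5 SD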;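 note: more negative B-score means stronger inhibition of thallium flux through KCNK3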
Numbers without * were called inactive; i = inactive; · = no result given.

SMILES	hERG protect	RGS4 inh	KCNQ1 block	ANO1 activ	MrgX1 allo act	KCNQ1 act	KCNK9 block	RGS4 pot	TMEM16A inh	MrgX1 ag	KCNK3 block
Cc1cc(OCc2cc(C(=O)N(C)C3CCOCC3)no2)cc(C)c1Cl	-15	i	i	i	i	i	i	i	i	i	i
COc1ccc(N2CCN(C(=O)CSc3nnnn3-c3ccc4c(c3)OCCO4)CC2)cc1	-4	i	i	i	i	i	i	i	i	i	i
COc1ccccc1NC(=O)C1=C(C)NC2=C(C(=O)CC(c3ccc(OC)c(OC)c3)C2)C1c1coc2ccccc2c1=O (centres undefined)	-15	i	i	i	i	i	i	i	i	i	i
COc1ccc(Cl)cc1NC(=O)c1cccnc1	-9	i	i	i	i	i	i	i	i	i	i
O=C(CCC1CCCCC1)NNC(=O)c1cnccn1	-4	8.4*	i	i	i	i	i	i	i	i	i
COc1ccc(CN(CCO)CCO)cc1[N+](=O)[O-]	-7	i	i	i	i	i	i	i	i	i	i
Cc1cccc(-n2c(C)nc3c(cnn3-c3ccc(F)cc3)c2=O)c1	-10	i	i	i	i	i	i	i	i	i	i
Cc1c(Cl)cccc1NC(=S)N1CCN(c2ccc([N+](=O)[O-])cn2)CC1	-7	i	i	i	i	i	i	i	i	i	i
Nc1nc(CSc2nnnn2-c2ccccc2)nc(N2CCCc3ccccc32)n1	·	·	·	i	i	·	·	·	i	i	-10*
COc1ccc(-c2c(-c3ccccc3OC)sc3ccccc23)cc1	-8	i	i	i	i	i	i	i	i	i	i
O=C(N/N=C/c1ccc(OC(=O)c2ccc(Br)cc2)cc1)c1ccncc1	-9	i	i	i	i	i	i	i	i	i	i
Cc1ccc(/C=N/OC(=O)c2nn(C)cc2Cl)cc1	-3	i	i	i	i	i	i	i	i	i	i
Cc1nc(C)c(C(=O)N/N=C/c2c[nH]c3ccccc23)s1	-13	i	i	i	i	i	i	i	i	i	i
CC(=O)c1ccc(NC(=O)COC(=O)CCC(=O)c2cccs2)cc1	-12	i	i	i	i	i	i	i	i	i	i
COc1ccc(CNC(=O)c2ccc(Cl)c(NC3=NC4CS(=O)(=O)CC4S3)c2)cc1 (centres undefined)	-8	i	i	i	i	i	i	i	i	i	i
Nc1c(-c2cccs2)cnn1-c1nc(-c2ccc(F)cc2)cs1	-12	i	i	i	i	i	i	i	i	i	i
O=C(Nc1cc(Cl)c(O)c(Cl)c1)C1CCCO1 (centres undefined)	-2	i	i	i	i	i	i	i	i	i	i
COCCCNC(=O)c1ccc(Cn2c(=O)c3ccccc3n(CC(=O)NCCc3ccc(OC)c(OC)c3)c2=O)cc1	-4	i	i	i	i	i	i	i	i	i	i
CC1CCN(C(=O)Cn2cc(C(=O)C3CC3)c3ccccc32)CC1	-5	i	i	i	i	i	i	i	i	i	i
COc1ccccc1NC(=O)CSc1ccc(-c2ccco2)nn1	-3	i	i	i	i	i	i	i	i	i	i
CCS(=O)(=O)Nc1ccc(C(=O)CC2(O)C(=O)Nc3ccccc32)cc1 (centres undefined)	-6	i	i	i	i	i	i	i	i	i	i
O=C(COC(=O)c1n[nH]c(=O)c2ccccc12)c1ccc(Br)cc1	-4	i	i	i	i	i	i	i	i	i	i
Fc1ccccc1NC(=S)Nc1cccnc1	-1	i	i	i	i	i	i	i	i	i	i
Cc1ccc(NC(=O)CSc2ccc(Br)cc2)cc1S(=O)(=O)N1CCOCC1	-13	i	i	i	i	i	i	i	i	i	i
Cc1nc(-c2ccc3c(c2)OCCCO3)cs1	-3	i	i	i	i	i	i	i	i	i	i
Remaining list, next part.
SMILES	hERG protect	RGS4 inh	KCNQ1 block	ANO1 activ	MrgX1 allo act	KCNQ1 act	KCNK9 block	RGS4 pot	TMEM16A inh	MrgX1 ag	KCNK3 block
COc1ccc(CCNC(=O)C2CCN(C(=O)N(C)C)CC2)cc1OC	-9	i	i	i	i	i	i	i	i	i	i
Cn1nc(C(=O)OCC(=O)NCCc2ccccc2)c2ccccc2c1=O	-7	i	i	i	i	i	i	i	i	i	i
Cc1ccc(S(=O)(=O)CC(=O)Nc2ccccn2)cc1	-4	i	i	i	i	i	i	i	i	i	i
CCc1c(C(=O)NNC(=S)NC2CCCCC2)csc1C	-8	i	i	i	i	i	i	i	i	i	i
CCN(CC(=O)Nc1ccc(NC(C)=O)cc1)C(=O)C1CCC1	-12	i	i	i	i	i	i	i	i	i	i
CCOC(=O)COc1nc2c(c(-c3ccco3)c1C#N)CCc1ccccc1-2	-14	i	i	i	i	i	i	-7.8*	i	i	i
Cc1nnc2sc(-c3csc4c3CCCC4)nn12	-1	i	i	i	i	i	i	i	i	i	i
Clc1ccc(-c2n[nH]c3c2CCCC3)cc1	-5	i	i	i	i	i	i	i	i	i	i
COc1cc2[nH]c(=O)n(CCCCCC(=O)NCCCN3CCOCC3)c(=O)c2cc1OC	-13	i	i	i	i	i	i	i	i	i	i
O=c1cc(C(F)(F)F)[nH]c2c(C(F)(F)F)cccc12	-34	i	i	i	i	i	i	i	100*	i	i
CC1(C)Cc2c(cnn2-c2ccccc2)C(NC(=O)CCc2ccncc2)C1 (centres undefined)	-6	i	i	i	i	i	i	i	i	i	i
COc1cc(C(=O)NCCOc2ccccc2)cc(OC)c1OC	0	i	i	i	i	i	i	i	i	i	i
Cc1cc(C)c(NC(=O)C(C)(C)C)c(Cl)c1	-4	i	i	i	i	i	i	i	i	i	i
O=C1CSC(=Nc2ccccc2Cl)N1	-8	i	i	i	i	i	i	i	i	i	i
Cc1ccc(S(=O)(=O)N2CCOC2C(Cl)(Cl)Cl)cc1 (centres undefined)	-5	i	i	i	i	i	i	i	i	i	i
CCc1noc(C)c1C(=O)Nc1nc(-c2ccccc2)cs1	-10	i	i	i	i	i	i	i	i	i	i
CCN(CC)S(=O)(=O)c1ccc(N2CCOCC2)c(NC(=O)c2ccc(OC)c([N+](=O)[O-])c2)c1	-10	i	i	i	i	i	i	i	i	i	i
COc1ccccc1-c1nnc(SCc2nc3ccccc3[nH]2)n1C	-9	i	i	i	i	i	i	i	i	i	i
Cc1cccc2cc(/C=C3\N=C(c4ccccc4)OC3=O)c(N3CCOCC3)nc12	-12	i	i	i	i	i	i	i	i	i	i
O=C(O)c1cc2sccc2s1	-10	i	i	·	i	i	i	i	i	i	·
CCOc1cccc(OCCCCn2cnc3ccccc3c2=O)c1	-12	i	i	i	i	i	i	i	i	i	i
COc1ccc(NC(=O)Cn2c(=O)oc3cc(S(=O)(=O)N4CCCC4)ccc32)c(OC)c1	-4	i	i	i	i	i	i	i	i	i	i
Cc1ccc(NC(=O)c2ccc3c(c2)N(CC(=O)N2CCCCC2)C(=O)C(C)(C)O3)cc1	-15	i	i	i	i	i	i	i	i	i	i
Cc1cc2nc3n(c2cc1C)CC1CC(C(=O)NCc2ccco2)N(C)C31 (centres undefined)	-3	i	i	i	i	i	i	i	i	i	i
NC(=O)c1c(NC(=O)c2cccnc2)sc2c1CCCC2	-3	i	i	i	i	i	i	i	i	i	i
Carrying on:
SMILES	hERG protect	RGS4 inh	KCNQ1 block	ANO1 activ	MrgX1 allo act	KCNQ1 act	KCNK9 block	RGS4 pot	TMEM16A inh	MrgX1 ag	KCNK3 block
Cc1cc(C)c(-n2nnnc2SCC(=O)c2cc3ccccc3o2)c(C)c1	-9	i	i	i	i	i	i	i	i	i	i
COc1ccc(CNC(=O)CN(CC2CCCO2)C(=O)CNS(=O)(=O)c2ccc(F)cc2)cc1 (centres undefined)	-10	i	i	i	·	i	i	i	·	·	i
COc1cccc(NC(=O)COc2c(F)c(F)c(C(F)(F)F)c(F)c2F)c1	-2	i	i	i	i	i	i	i	i	i	i
CCO/C(C)=C1/SC(=S)NC1=O	-3	i	i	i	i	i	i	i	i	i	i
COc1ccc(NC(=O)CN(C)C(=O)c2ccc(N3CCCCC3)c([N+](=O)[O-])c2)cc1	-14	i	i	i	i	i	i	i	i	i	i
Cc1ccc(Nc2c([N+](=O)[O-])c(=O)n(C)c3ccccc23)cc1	-6	i	i	i	i	i	i	i	i	i	i
C[N+](C)(C)CCOc1ccc([N+](=O)[O-])cc1	-4	i	i	i	i	i	i	i	i	i	i
CCCC1CC(CCc2ccccc2)OS(=O)(=O)N1 (centres undefined)	-7	i	i	i	i	i	i	i	i	i	i
Cc1cc(C)n2nc(CCCO)nc2n1	-5	i	i	i	i	i	i	i	i	i	i
Cc1cc(NC(=O)C(C)SCC(=O)N(Cc2ccccc2)c2ccccc2)no1 (centres undefined)	-10	i	i	i	i	i	i	i	i	i	i
CCN(CC)S(=O)(=O)c1ccc(Cl)c(NC(=O)CSc2cccc[n+]2[O-])c1	-4	i	i	i	i	i	i	i	i	i	i
COc1ccccc1NC(=O)C1=C(C)Nc2nc(CCCO)nn2C1c1cccnc1 (centres undefined)	-8	i	i	i	i	i	i	i	i	i	i
Cc1cc(C(=O)NNC(=O)c2ccc(S(=O)(=O)N(C)C)cc2)c(C)o1	-5	i	i	i	i	i	i	i	i	i	i
Cc1cccc(NC(=O)CCNC(=O)c2ccco2)c1C	-5	i	i	i	i	i	i	i	i	i	i
CSCc1ccc(C(=O)NC(C)c2cnn(-c3ccccn3)c2C)o1 (centres undefined)	-15	i	i	i	i	i	i	i	i	i	i
CC(C)c1nnc(NC(=O)C2CCN(C(=O)Nc3ccc(Cl)cc3)CC2)s1	-2	i	i	i	i	i	i	i	i	i	i
COc1ccc(-c2noc(N3CCCC(C(=O)Nc4ccccc4F)C3)n2)cc1 (centres undefined)	-9	i	i	i	i	i	i	i	i	i	i
CC(=O)c1ccc(OC(=O)CCc2ccccc2)cc1	-5	i	i	i	i	i	i	i	i	i	i
Cn1ccnc1Sc1ccc(C(N)=O)cc1[N+](=O)[O-]	2	i	i	i	i	i	i	i	i	i	i
NC(=O)c1ccc(SCC(=O)OCC(=O)N2CCCCC2)c([N+](=O)[O-])c1	-14	i	i	i	i	i	i	i	i	i	i
COc1ccccc1C(=O)N/C(=C/c1ccc(Br)cc1)C(=O)NCC(=O)O	-5	i	i	i	i	i	i	i	i	i	i

High-throughput results deposited in PubChem BioAssay by Johns Hopkins Ion Channel Center.
